Screening data (PubChem)
D1 potentiator: human D1 dopamine receptor positive modulation. P21728. HEK293 TREx D1 cells, calcium flux, dopamine EC20 potentiation. potentiation, % at 10 µM. actives 0.036% (n = 360,000); in the data active means potentiation above about 30%; further: 0% is about no effect
RXFP1 antag: blocks the human relaxin receptor RXFP1; Q9HBX9; HEK293-RXFP1, relaxin-stimulated cAMP HTRF, 30 min; active compounds read low; activity change, negative = inhibition, % at 57.5 µM; actives 0.59% (n = 350,000);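 active means activity change of -60% or lower, but not beyond a set lower limit; inconclusive means change between -60% and -40%, or beyond the set limit; inactive means change above -40%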; further: on the % scale 0 is the no-effect control and ±100 the full control effect
D2 antag: antagonists of human D2 dopamine receptor | actives 2% (n = 340,000) | inhibition, % at 10 µM | HEK293 TREx D2 cells, calcium flux, dopamine EC80 | P14416; in the data active means inhibition above about 30%; further: 0% is about no effect
Target sequence (P14416 whole entry, looked up): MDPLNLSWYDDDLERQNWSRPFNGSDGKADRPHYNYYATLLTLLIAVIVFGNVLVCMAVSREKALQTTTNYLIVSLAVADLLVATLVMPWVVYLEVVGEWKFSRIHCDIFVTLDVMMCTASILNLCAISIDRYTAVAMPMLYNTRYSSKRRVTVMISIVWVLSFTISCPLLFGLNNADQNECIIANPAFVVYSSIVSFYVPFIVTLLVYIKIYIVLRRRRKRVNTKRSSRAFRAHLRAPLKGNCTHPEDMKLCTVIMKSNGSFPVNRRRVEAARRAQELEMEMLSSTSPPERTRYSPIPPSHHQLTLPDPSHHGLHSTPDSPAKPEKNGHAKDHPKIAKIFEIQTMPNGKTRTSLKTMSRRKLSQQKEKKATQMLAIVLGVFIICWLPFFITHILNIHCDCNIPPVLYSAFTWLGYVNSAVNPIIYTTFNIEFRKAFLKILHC
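Antagonism is scored as inhibition of an EC80 dopamine-evoked calcium signal in a force-coupled, tetracycline-inducible HEK293 T-REx D2 line, with compound present 180 s before agonist.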
D1 antagonist: blocks dopamine activation of the human D1 receptor. P21728. activity change, negative = inhibition, % at 10 µM. HEK293 TREx D1 cells, calcium flux, dopamine EC80; active compounds read low. actives 3.2% (n = 360,000); in the data active means activity change below about -30%; further: on the % scale 0 is the no-effect control and ±100 the full control effect
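Tetracycline-induced HEK293 Trex D1 cells, force-coupled to calcium, dye-loaded; compounds added and read 180 s, then EC80 dopamine added and calcium flux tracked kinetically another 180 s.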
TRHR enhancer: TRH receptor (human) allosteric enhancement; P34981; TRHR cells, fluo-8 calcium fluorescence, EC20 TRH enhancement; enhancement, % at 2 µM; actives 0.66% (n = 360,000); AID 493056; in the data active means enhancement above about 30%; further: 0% is about no effect
Target sequence (P34981 whole entry, looked up): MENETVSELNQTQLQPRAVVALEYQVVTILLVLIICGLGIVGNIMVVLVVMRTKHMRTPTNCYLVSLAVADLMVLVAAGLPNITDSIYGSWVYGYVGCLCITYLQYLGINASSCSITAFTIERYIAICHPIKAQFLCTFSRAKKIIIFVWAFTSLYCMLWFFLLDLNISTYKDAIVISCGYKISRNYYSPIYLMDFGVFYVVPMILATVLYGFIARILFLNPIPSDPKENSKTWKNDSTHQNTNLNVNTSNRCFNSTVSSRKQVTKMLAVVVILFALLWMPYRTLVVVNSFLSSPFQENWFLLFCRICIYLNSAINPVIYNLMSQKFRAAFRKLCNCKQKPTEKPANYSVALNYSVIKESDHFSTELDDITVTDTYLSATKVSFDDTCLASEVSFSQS
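TRHR-expressing cells loaded with fluo-8 calcium dye were read kinetically (ex 480/em 530) during compound addition, then stimulated with an EC20 of TRH (10 nM final). Enhancement of the Gq-mediated intracellular calcium response was scored.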
D2 agonist: activates the human D2 dopamine receptor; P14416; HEK293 T-REx D2 cells, calcium flux agonist mode; activation, % at 2 µM; actives 0.53% (n = 340,000);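 active means activation over 3 SD above normal in the single-dose calcium agonist read, cut at about 30% in these data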; further: 0% is about no effect
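Agonism is scored from calcium flux in a force-coupled, inducible HEK293 cell line expressing D2, read kinetically for 180 s after compound addition against dopamine controls.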
D2 potentiator: positively modulates the human D2 dopamine receptor allosterically; P14416; HEK293 T-REx D2, calcium flux, EC20 dopamine potentiation; potentiation, % at 10 µM; actives 0.34% (n = 340,000); AID 485347;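 active means potentiation over 3 SD above the plate norm, cut at about 30% in these data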; further: 0% is about no effect
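Using a no-wash calcium dye in inducible, force-coupled HEK293 Trex cells expressing D2, we tracked fluorescence each second for 180 s after compound, then for 180 s after EC20 dopamine to detect augmented signalling.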
TRHR ag: activates the human TRH receptor; P34981; TRHR cells, calcium flux fluo-8, FDSS agonist mode; activation, % at 2 µM; actives 0.18% (n = 360,000); AID 493084; further: 0% is about no effect
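Read-out: compound-evoked intracellular calcium rise in TRHR cells, fluo-8 dye, kinetic FDSS fluorescence at 1 s/cycle following a 10-cycle baseline. Cells cultured overnight before dye loading (30 min–1.5 h, RT).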
D1 ag: activates the human D1 dopamine receptor. P21728. HEK293 T-REx D1 cells, calcium flux, agonist mode. activation, % at 2 µM. actives 1% (n = 360,000). AID 504660; further: 0% is about no effect
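Agonism was scored from calcium flux recorded over 180 s (1 read/s) after pintool compound addition, following a 10-cycle baseline. Cells were inducible force-coupled HEK293 TREx D1, plated overnight at 30 C and loaded with no-wash calcium dye.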
Starred values were filed as active, the others as inactive; u = inconclusive; x = not tested or not shown; & = joins results of further samples. Unless noted, no stated cut-off is given here; in the data, active means activation above about 30%; inactive means the rest.

| Molecule | D1 potentiator | RXFP1 antag | D2 antag | D1 antagonist | TRHR enhancer | D2 agonist | D2 potentiator | TRHR ag | D1 ag |
| --- | --- | --- | --- | --- | --- | --- | --- | --- | --- |
| COc1cc(NC(=O)CSc2nc(=O)n(CCN3CCOCC3)c3c2CCCC3)cc(OC)c1 | 4 | -27 | -2 | 3 | -2 | -1.4 | -12 | -0.7 | 0 |
| Cc1ccc(C(=O)CC2(O)C(=O)N(Cc3ccccc3)c3ccccc32)c(C)c1 (stereo not drawn) | 12 | -19 | x | -15 | 0 | 1.4 | 12 | 0.1 | 58* |
| Cc1ccc(C)c(NC(=O)CSc2nnc([C@@H]3CCCN3C(=O)OC(C)(C)C)o2)c1 | 1 | 8 | -17 | 1 | -7 | 0.3 | 0 | 1.9 | 1 |
| CC12CN(C(=O)c3ccccc3Br)CC(C)(CN(C(=O)c3ccccc3Br)C1)C2=O | -2 | -4 | 8 | 1 | -1 | -0.1 | 8 | 0.9 | 1 |
| CCCCCCN1CC(=O)N2Cc3[nH]c4ccccc4c3C[C@H]2C1=O | -2 | 0 | -10 | 0 | 2 | 0.6 | 0 | 1.1 | 3 |
| Cc1ccc(S(=O)(=O)N2[C@@H](c3ccccc3)C(C(=O)O)=CC[C@H]2c2ccc(C(C)C)cc2)cc1 | -2 | x | -11 | -3 | -4 | -0.6 | -7 | -0.2 | 3 |
| CN(CCCNC(=O)C1CCCN(S(=O)(=O)c2cnc[nH]2)C1)c1ccccc1 (stereo not drawn) | -3 | x | 11 | 11 | -1 | -0.5 | 12 | -0.3 | 2 |
| CCOC(=O)c1c(NC(=O)c2ccncc2)sc(C)c1C | -1 | 1 | 8 | 8 | -2 | 2.4 | -3 | -0.2 | 3 |
| O=C(NCC(=O)N1CCN(C(=O)c2ccco2)CC1)c1ccc(Br)cc1 | -8 | -11 | 8 | -14 | -2 | 0.3 | -5 | -1.1 | 2 |
| Cc1ccc2nc(C)c(CN3CCN(c4ccc([N+](=O)[O-])cc4Cl)CC3)n2c1 | 4 | x | 11 | -13 | -3 | 1.8 | 10 | -0.6 | 9 |
| Cc1ccc(-c2csc(NC(=O)c3ccccc3F)c2C(=O)O)cc1 | 4 | 7 | 1 | 4 | -2 | 1.0 | -3 | -0.2 | 1 |
| Cc1n[nH]c(=S)n1/N=C/c1ccc(OCc2ccc(Cl)cc2)cc1 | -2 | -19 | -44 | -34* | 0 | 0.1 | -15 | 0.5 | 1 |
| O=C(COc1ccccc1Cl)N1N=C(c2cccs2)CC1c1ccco1 (stereo not drawn) | 10 | -8 | 5 | 8 | 5 | 0.6 | -4 | 0.9 | 1 |
| Cc1ccccc1-c1nc(CS(=O)(=O)CC(=O)NCc2ccc(F)cc2)c(C)o1 | 7 | 13 | -9 | -1 | 3 | -0.2 | -16 | -0.6 | 3 |
| O=[N+]([O-])c1ccccc1S(=O)(=O)N1CCSCC1 | -3 | -5 | -21 | 5 | -1 | 0.1 | 7 | 0.3 | 2 |
| Cc1ccc(NC(=O)CCl)cc1S(=O)(=O)N1CCCCCC1 | 5 | -9 | -10 | 31 | 0 | 1.2 | 6 | 0.4 | 4 |
| O=C1C=C(c2ccccc2)C[C@@H](c2ccc(Cl)cc2)C1 | -1 | x | 11 | x | -1 | 0.9 | 4 | 0.2 | 2 |
| COc1ccc(C(NC(C)=O)c2ccc3cccnc3c2O)c(OC)c1 (stereo not drawn) | -4 | -6 | -4 | 4 | 1 | -1.0 | 5 | 0.6 | 2 |
| COc1cc(C(CC(=O)Nc2ccc(Cl)cn2)N2Cc3ccccc3C2=O)cc(OC)c1OC (stereo not drawn) | -3 | 1 | -11 | 4 | -4 | -1.6 | -8 | -1.0 | 1 |
| CCOC(=O)C1=C(COC(=O)/C=C/c2cccc(OC)c2)NC(=O)NC1C (stereo not drawn) | 6 | -8 | -10 | -4 | -1 | -0.1 | 12 | -0.1 | 6 |
| COc1ccc(-c2ccc(OC)c([C@H]3[C@H]4C=CC[C@@H](C)[C@@H]4C(=O)N3Cc3ccccc3)c2)cc1C | -2 | x | 3 | -5 | 1 | -0.1 | -2 | 0.2 | 3 |
| CC(=O)Nc1ccc(S(=O)(=O)N2CCC(N3CCCCCC3)CC2)cc1 | -2 | -6 | 1 | -5 | 0 | 0.2 | -3 | 0.3 | 8 |
| Cc1ccc(-c2csc(=S)[nH]2)cc1 | -3 | -4 | 11 | -3 | -2 | 0.8 | 7 | 0.0 | 0 |
| O=C(CSc1nc2ccccc2c(=O)n1-c1ccc(F)cc1)Nc1cc(S(=O)(=O)N2CCOCC2)ccc1Cl | -3 | 5 | 24 | -27 | 0 | 0.3 | -2 | 0.3 | 2 |
| Cc1c(Cl)c([N+](=O)[O-])nn1CC(=O)NC(C)C1CC2CCC1C2 (stereo not drawn) | -3 | -8 | 7 | -15 | 7 | 0.3 | -7 | 0.2 | 3 |
| O=C(CC1SC(N2CCCCC2)=NC1=O)Nc1ccc(C(=O)Nc2ccccc2)cc1 (stereo not drawn) | -9 | -17 | 6 | -8 | 3 | -0.4 | 2 | 0.5 | 2 |
| C[C@H]1CN=C(Nc2ccccc2)N1CCCC1CCCCC1 | -4 | x | -14 | 7 | -3 | 11 | -4 | 1.0 | 15 |
| COCc1[nH][nH]c(=O)c1C=Nc1ccc(OC(F)(F)F)cc1 | -4 | 17 | -2 | -33* | -1 | 0.3 | -2 | 0.2 | 2 |
| O=C(COc1ccc(F)cc1)NCC1CCCO1 (stereo not drawn) | 1 | -1 | -5 | -2 | 10 | -0.3 | -6 | 0.6 | 3 |
| N#Cc1c(C(F)(F)F)cc(-c2ccccc2)nc1SCc1nc(N)nc(N2CCOCC2)n1 | -3 | 15 | -7 | -17 | -4 | 12 | 5 | 23 | 70* |
| COc1ccc(OC)c(-c2csc(NC(=O)C3=NNC(=O)CC3)n2)c1 | 2 | -16 | -9 | -7 | 0 | 0.9 | 1 | -0.9 | 3 |
| COC(=O)c1sc(=S)sc1C(=O)OC | -4 | 13 | 7 | -18 | -2 | 0.0 | 12 | 0.0 | 1 |
| COc1ccc(-c2ccc(S(=O)(=O)NCC3CCCO3)cc2)cc1 (stereo not drawn) | -2 | 1 | -10 | -17 | -5 | 3.3 | 3 | -0.2 | 13 |
| CN(C(=O)CSc1nnc2ccccn12)C1CCS(=O)(=O)C1 (stereo not drawn) | -4 | 1 | 11 | 3 | 3 | 1.2 | 1 | 0.3 | 7 |
| COc1cc(SC)ccc1C(=O)Nc1ccc2ncccc2c1 | -10 | -14 | -15 | -16 | -3 | -0.1 | 6 | -0.6 | -2 |
| COc1ccc(-n2c(CN3CCN(Cc4ccccc4)CC3)nc3ccc([N+](=O)[O-])cc3c2=O)c(OC)c1 | 2 | 8 | 0 | -5 | -4 | -0.2 | -6 | -0.7 | 1 |
| O=C(NC(=O)c1ccccc1)Nc1ccccn1 | -7 | x | 4 | 15 | -1 | -0.1 | -11 | -0.1 | 3 |
| COCCNC(=O)CN1N=C(c2ccc(OC)cc2)CCC1=O | -3 | -13 | -6 | -2 | 19 | 0.1 | 25 | 0.8 | 2 |
| O=C(C[n+]1ccccc1)Nc1ccccc1Br | 7 | 0 | -6 | 8 | 6 | -0.5 | 1 | -0.3 | 5 |
| COc1cc(/C=C(\C#N)c2nc3ccccc3n2C)cc(OC)c1O | -4 | 7 | 13 | 1 | 17 | 25 | 4 | 119* | 64* |
| COc1cc2nc(Nc3ccc(F)cc3)nc(N)c2cc1OC | -6&-4 | -6&-22 | 0 | 4&-10 | 5&2 | 1.0&-1.1 | -13&0 | 0.4&-0.4 | 0&1 |
| COC(=O)c1ccc(NC(=O)COc2ccc([N+](=O)[O-])cc2)cc1 | -4 | -10 | -8 | -35* | 11 | -2.3 | -4 | -1.3 | 18 |
| Cc1oc2cc3oc(=O)c(CC(=O)NCCCC(=O)O)c(C)c3cc2c1C | -7 | -22 | 27 | 0 | -4 | 1.3 | -8 | 0.9 | 2 |
| CCOC(=O)c1ccc(NC(C)=O)c([N+](=O)[O-])c1 | 11 | -12 | 15 | -1 | -3 | 1.0 | 3 | 0.2 | 4 |
| Cc1cccc(OCc2nnc(SCC(=O)N3c4ccccc4Sc4ccc(Cl)cc43)o2)c1 | 0 | 22 | 10 | 15 | 2 | 1.0 | -2 | 0.1 | 0 |
| COc1ccccc1/C=C/C=N/NC(=O)c1cc(-c2ccc(C)o2)[nH]n1 | -1 | u | 11 | 11 | 3 | -0.5 | -2 | -0.7 | 3 |
| Cc1cc([N+](=O)[O-])nn1CC(=O)NCc1nc2ccccc2[nH]1 | 0 | -5 | -12 | -3 | 24 | -2.5 | 2 | 0.5 | 2 |
| CCOc1ccc(C(=O)NCC(=O)OCC(=O)N2CCCCC2)cc1 | 0 | 1 | 3 | -19 | 1 | -0.1 | 10 | 0.2 | 1 |
| Cc1c(/C=C2\NC(=O)NC2=O)c2ccccc2n1C | -16 | -16 | -6 | -10 | 0 | -0.3 | 0 | -0.1 | 0 |
| O=C(CCc1ccc(S(=O)(=O)N2CCOCC2)cc1)Nc1cc(Cl)ccc1N1CCOCC1 | -2 | -5 | -31 | 5 | 7 | 0.7 | 9 | 0.5 | 3 |
| COc1ccc(Oc2cc(F)nc(N)n2)cc1 | -2 | 0 | -7 | 7 | 5 | -0.6 | 0 | -0.9 | 2 |
| COCc1cc(/C=N\NC(=O)Cc2ccc(OC)cc2)ccc1OC | -6 | x | 9 | -10 | -1 | -1.0 | 2 | -0.6 | -1 |

Among those listed so far, these contain an NH in an aromatic ring.
| Molecule | D1 potentiator | RXFP1 antag | D2 antag | D1 antagonist | TRHR enhancer | D2 agonist | D2 potentiator | TRHR ag | D1 ag |
| --- | --- | --- | --- | --- | --- | --- | --- | --- | --- |
| CCCCCCN1CC(=O)N2Cc3[nH]c4ccccc4c3C[C@H]2C1=O | -2 | 0 | -10 | 0 | 2 | 0.6 | 0 | 1.1 | 3 |
| CN(CCCNC(=O)C1CCCN(S(=O)(=O)c2cnc[nH]2)C1)c1ccccc1 (stereo not drawn) | -3 | x | 11 | 11 | -1 | -0.5 | 12 | -0.3 | 2 |
| Cc1n[nH]c(=S)n1/N=C/c1ccc(OCc2ccc(Cl)cc2)cc1 | -2 | -19 | -44 | -34* | 0 | 0.1 | -15 | 0.5 | 1 |
| Cc1ccc(-c2csc(=S)[nH]2)cc1 | -3 | -4 | 11 | -3 | -2 | 0.8 | 7 | 0.0 | 0 |
| COCc1[nH][nH]c(=O)c1C=Nc1ccc(OC(F)(F)F)cc1 | -4 | 17 | -2 | -33* | -1 | 0.3 | -2 | 0.2 | 2 |
| COc1ccccc1/C=C/C=N/NC(=O)c1cc(-c2ccc(C)o2)[nH]n1 | -1 | u | 11 | 11 | 3 | -0.5 | -2 | -0.7 | 3 |
| Cc1cc([N+](=O)[O-])nn1CC(=O)NCc1nc2ccccc2[nH]1 | 0 | -5 | -12 | -3 | 24 | -2.5 | 2 | 0.5 | 2 |

Rows are unselected. About 7.3% of those tested had a hit in this group.
